Compound activity (PubChem)
ERa SRC1 pot: enhances coactivator binding to human estrogen receptor alpha | coactivator binding (% of control), % at 25.6 µM | 86,000 compounds, 1.3% hits | AID 639 | TR-FRET ERalpha-LBD/SRC-Cy5 coactivator binding, 2 h; 100 = basal binding, no effect | P03372; in the data active = activity above about 200%;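 also: binding measured in presence of low estradiol as agonist stimulus; 0% = peptide alone without receptor and 100% = receptor with peptide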
Target sequence (P03372 whole entry, looked up, the tested form may be a part): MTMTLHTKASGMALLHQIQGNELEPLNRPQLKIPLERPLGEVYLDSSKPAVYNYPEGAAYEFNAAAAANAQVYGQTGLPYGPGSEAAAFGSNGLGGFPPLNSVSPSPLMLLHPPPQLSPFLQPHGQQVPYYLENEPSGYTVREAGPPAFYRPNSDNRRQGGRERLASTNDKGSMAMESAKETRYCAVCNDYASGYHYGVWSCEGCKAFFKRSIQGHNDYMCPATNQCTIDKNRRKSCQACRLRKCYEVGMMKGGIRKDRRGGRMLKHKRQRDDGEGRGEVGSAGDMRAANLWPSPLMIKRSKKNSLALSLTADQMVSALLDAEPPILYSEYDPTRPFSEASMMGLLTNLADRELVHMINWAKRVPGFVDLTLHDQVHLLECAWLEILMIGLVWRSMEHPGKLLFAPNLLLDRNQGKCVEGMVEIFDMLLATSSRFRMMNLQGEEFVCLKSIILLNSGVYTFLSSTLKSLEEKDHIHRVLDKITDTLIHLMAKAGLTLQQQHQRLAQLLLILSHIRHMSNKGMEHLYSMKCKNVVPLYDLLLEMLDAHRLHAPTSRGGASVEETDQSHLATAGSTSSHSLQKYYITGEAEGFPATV
PLAP activator: activates human placental alkaline phosphatase | P05187 | purified PLAP enzyme, luminescent substrate read-out; stronger effect = higher value | activation fold at 20 µM | 96,000 compounds, 1.2% hits | AID 696; in the data active = activation fold above about 2
CD11b adhes inh: CD11b/CD18-fibrinogen binding inhibition; inhibition, % at 10 µM; 93,000 compounds, 0.54% hits; K562 CD11b/CD18 adhesion to fibrinogen, ATPlite luminescence; Mn2+ added to activate the integrin;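 active = primary inhibition of 50% or more at 10 µM, then 40% or more on retest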; also: some results filed as inactive read as strong as hits
FAK blocker: inhibitors of human focal adhesion kinase; Q05397; biochemical FAK kinase activity assay; inhibition, %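 (tested at 7 µM)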; 97,000 compounds, 0.84% hits; AID 727; in the data active = inhibition above about 19%;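 also: 0% = DMSO and 100% = reference compound high control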
ERa SRC1 inh: ER-alpha (human) coactivator binding inhibition; P03372; TR-FRET ER-alpha LBD / SRC-1 peptide, estradiol-bound; inhibition, % at 25.6 µM; 86,000 compounds, 1.7% hits; in the data active = inhibition above about 50%;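 also: 0% = receptor plus peptide control and 100% = peptide only without receptor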
E coli WT exp: blocks growth of wild type E. coli BW25113; OD600 absorbance; growth inhibition, % at 100 µM; 98,000 compounds, 0.15% hits; AID 710;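 active = growth inhibition above about 50% at one test dose, limit read from the data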;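 also: growth measured after 20 h incubation at 37 °C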
Mac1 fbg enh: enhancers of human CD11b/CD18 binding to fibrinogen. P05107+P11215. K562 CD11b/CD18 adhesion to fibrinogen, ATPlite luminescence. activation, % at 10 µM. 93,000 compounds, 0.07% hits;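 active = 10 µM primary screen giving 50% or more activity, confirmed by 40% or more on retest at that dose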; also: strong numbers were not always called active; reference of the scale not given here
MT1-MMP txn act: MT1-MMP promoter transcription activation; HT1080 MT1-MMP promoter luciferase reporter, luminescence, overnight; stronger effect = higher value; activation factor at 10 µM; 86,000 compounds, 0.16% hits;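 active = activation factor of at least 2 for MT1-MMP transcription at 10 µM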
ERb SRC1 inh: blocks coactivator binding to human estrogen receptor beta; Q92731; TR-FRET ER-beta LBD / SRC1-Cy5 peptide binding; receptor agonist-loaded with 1 µM estradiol; inhibition, % at 25.6 µM; 86,000 compounds, 1.3% hits; AID 633;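 active = compounds whose percent inhibition of the receptor-coactivator binding signal exceeds about 50% in the single-dose screen, limit read from the data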;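 also: 0% = receptor plus peptide wells without compound and 100% = peptide-only wells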
* marks the source's active call; other numbers are inactive results; · = not tested or not shown; [ ] = dose if it differs, or a comment. An unsorted share of the library. Share with any hit: about 5.1%.

SMILES,PLAP activator,E coli WT exp,ERa SRC1 pot,Mac1 fbg enh,FAK blocker,ERb SRC1 inh,MT1-MMP txn act,CD11b adhes inh,ERa SRC1 inh
CC1CCc2c(sc3nc(CN4CCOCC4)nc(NS(=O)(=O)c4cccc([N+](=O)[O-])c4)c23)C1 (stereo unspecified),2.1*,-1,·,-6,-2,·,·,67*,·
CC1(C)Cc2cccc(OCC(N)=O)c2O1,1,2,116[fluorescence artefact?],3,-2,-4[fluorescence artefact?],1.2,-4,2
CCOC(=O)CNC(=O)c1c(C)nn(-c2ccccc2)c1Cl,0.9,4,123,-1,1,-1,1.2,-51,-3
Cc1ccc(C(=O)O/N=C/C2=C(Cl)c3ccccc3CC2)cc1,0.9,-5,93,4,-2,11,1.1,4,-7
CCC(C)C(NC(=O)c1ccccc1NC(=O)c1ccc(OC)cc1)C(=O)NCc1ccco1 (stereo unspecified),2.1*,6,65[fluorescence artefact?],24,-4,40[fluorescence artefact?],1.1,6,67*[fluorescence artefact?]
CC1(C)CC(=O)C2=C(C1)Oc1ncn(CCCn3ccnc3)c(=N)c1C2c1ccccc1 (stereo unspecified),1.3,-4,123,5,3,-10,1.1,-17,-5
CCc1c(C)nc2cc(-c3cccs3)[nH]n2c1=O,0.8,0,99,-1,-3,14,1.4,-13,10
O=C1C2C3c4ccccc4C(c4ccccc43)C2c2nc3ccccc3n21 (stereo unspecified),·,·,88,·,5,-4,1.2,·,-4
CN(C)S(=O)(=O)N1CCN(S(=O)(=O)c2ccc(F)cc2)CC1,0.9,-6,117[fluorescence artefact?],-8,-3,-7,1.1,-18,-6
Cc1ccc(-c2csc(NC(=O)CSc3nc(C)cc(=O)[nH]3)n2)cc1,1.6,2,64,-2,-4,-16,1.3,8,-12
COc1cc(C)ccc1OCCCOc1ccccc1Br,1.1,-3,·,-2,-1,·,·,-3,·
CC(C)NS(=O)(=O)c1ccc(NC(=S)NC(=O)c2ccc(-c3ccccc3)cc2)cc1,0.9,-16,·,5,-1,·,·,-10,·
CCOCN(C(=O)Cn1c(C(C)O)nc2ccccc21)c1c(C)cccc1CC (stereo unspecified),·,·,111,·,-2,-15[fluorescence artefact?],1.2,·,-37
Cc1ccccc1-n1c(SCc2c(C)noc2C)nnc1-c1cccnc1,1.4,2,74[fluorescence artefact?],-3,1,23[fluorescence artefact?],1.2,-2,47[fluorescence artefact?]
CC(OC(=O)c1ccccc1NCc1ccco1)C(=O)Nc1ncc(Cl)cc1Cl (stereo unspecified),0.9,-1,116,-2,·,17,0.9,6,-4
O=C(N1CCOCC1)N1CCC(n2nnc3ccccc32)CC1,1.2,-10,99,-2,·,-6,0.9,44,-3
Cc1cccc(OCc2nnc(SCC(=O)Nc3ccc(C)c(Cl)c3)o2)c1,1,-5,·,0,5,·,1,4,·
CCS(=O)(=O)Nc1ccc(Cc2ccc(NS(=O)(=O)CC)cc2)cc1,0.9,1,61,-2,-1,33[fluorescence artefact?],1.1,30,38[fluorescence artefact?]
COc1ccc(-c2cc3nc(-c4ccccc4)cc(N4CCC5(CC4)OCCO5)n3n2)cc1,1.5,-10,267*[fluorescence artefact?],0,0,21[fluorescence artefact?],1.3,3,-7[fluorescence artefact?]
CN(c1ccc(C(=O)N2CCOCC2)cc1)S(C)(=O)=O,0.8,7,88,-5,-2,-1,1.1,-16,-5
O=C(Nc1ccc(F)cc1)c1cccc(NC(=O)C2C3CC4OC(=O)C2C4C3)c1 (stereo unspecified),1.2,6,121,5,0,2[fluorescence artefact?],1.1,40,5[fluorescence artefact?]
CCOC(=O)N1CCN(c2c(N3CCN(c4cccc(C(F)(F)F)c4)CC3)c(=O)c2=O)CC1,1.1,7,101[fluorescence artefact?],-3,-9,-3[fluorescence artefact?],1.3,2,-13[fluorescence artefact?]
COc1cc(C(=O)Oc2ccccc2/C=N/NC(=O)c2ccc(Cl)cc2Cl)cc(OC)c1OC,2.3*,-10,·,-3,-1,·,·,0,·
O/N=C(\c1ccc(Cl)cc1)c1cc2ccccc2o1,1,-3,90[fluorescence artefact?],3,3,3[fluorescence artefact?],1.2,-4,-2[fluorescence artefact?]
CCOc1ccc(C(=O)NCCCN2CCCC2=O)cc1,1,-4,96,5,-1,-4,1.2,-18,-7
Cc1cc(C)n2nc(Nc3ccccc3)cc2n1,1.1,11,103[fluorescence artefact?],-3,4,-2,2*,1,-2
COc1cc(C(c2c(C)[nH][nH]c2=O)c2c(C)[nH][nH]c2=O)ccc1OC(=O)c1cccc([N+](=O)[O-])c1,1.2,-2,·,-1,-4,·,·,-12,·
CN(C)CCCCCNCCCNC(=O)/C=N\O,1.2,3,142,1,1,-1,1.1,7,-9
CC(C)CC(c1nnnn1CC1CCCO1)N1CCN(Cc2ccc3c(c2)OCO3)CC1 (stereo unspecified),1.5,5,124,4,-7,-7,1,-1,-4
CCCCNC(=O)C1CCCN(S(=O)(=O)c2ccc(S(=O)(=O)NCC(C)C)cc2)C1 (stereo unspecified),0.8,-1,87,-1,2,0[fluorescence artefact?],1.2,-2,-3
CC(C)(C)OC(=O)NCc1nc(N)n[nH]1,·,4,108,·,0,1,1.2,·,11
CCc1ccc(C(C)NC(=O)/C=C/c2ccc(Br)cc2)cc1 (stereo unspecified),1,0,·,3,0,·,·,19,·
CCc1ccccc1NC(=O)c1ccoc1C,1.2,-3,93,0,-2,20,1.2,4,-6
CN(Cc1ccccc1)C(=O)Cn1nc(C(F)(F)F)c2c1CCC2,1,-2,89,1,-3,39[fluorescence artefact?],·,-17,-9
CCOC(=O)c1ccc(OCc2c(C)noc2C)cc1,0.9,-4,·,0,0,·,·,-27,·
Cc1c(N=C2NC(=O)C(CC(=O)Nc3ccccc3)S2)c(=O)n(-c2ccccc2)n1C (stereo unspecified),1.7,-1,92,-2,0,-18,·,-2,-11
CCCC(=O)Nc1ccccc1-c1nnc(SC)[nH]c1=O,1,4,114,2,-2,-2,1,-11,-5
O=C(NCCOc1ccccc1)c1cc2ccccc2o1,0.9,-1,129,-6,-1,-2[fluorescence artefact?],0.6,12,20
O=C(CN1C(=O)NC2(CCOc3ccccc32)C1=O)Nc1ccc2c(c1)OCCO2 (stereo unspecified),0.7,-5,94,-2,-1,-2,1.1,-25,-17[fluorescence artefact?]
COc1ccc(S(=O)(=O)N2CCN(CCC(=O)Nc3ccccc3F)CC2)cc1,0.8,-7,97,3,-1,-10,1.1,-3,-5

Grouped by structure: those above with bromine (2)
SMILES,PLAP activator,E coli WT exp,ERa SRC1 pot,Mac1 fbg enh,FAK blocker,ERb SRC1 inh,MT1-MMP txn act,CD11b adhes inh,ERa SRC1 inh
COc1cc(C)ccc1OCCCOc1ccccc1Br,1.1,-3,·,-2,-1,·,·,-3,·
CCc1ccc(C(C)NC(=O)/C=C/c2ccc(Br)cc2)cc1 (stereo unspecified),1,0,·,3,0,·,·,19,·

New compounds follow
SMILES,PLAP activator,E coli WT exp,ERa SRC1 pot,Mac1 fbg enh,FAK blocker,ERb SRC1 inh,MT1-MMP txn act,CD11b adhes inh,ERa SRC1 inh
Cc1ccc(Cn2ccc(NC(=O)c3cc(C)on3)n2)cc1,0.8,8,96[fluorescence artefact?],2,-1,0,·,-13,7
COc1cc(C2Nc3ccccc3C(=O)N2c2ccccc2OC)ccc1O (stereo unspecified),1.5,3,104,4,1,12,1.2,-5,-2
CCOc1ccccc1OCC(=O)Nc1ccc(S(=O)(=O)N(C)C)cc1,0.9,9,120,2,1,-8,1.3,4,-8
Cc1cc(Cl)c(S(=O)(=O)NC(C(=O)O)C(C)C)cc1OCC(=O)NC1CCCCC1 (stereo unspecified),2*,3,112,-4,-2,-2,1.2,-37,-3
Cc1nn(C)cc1C(=O)NNC(=S)Nc1ccc(Cl)cc1,2.2*,38,·,-9,-2,·,·,11,·
Cc1ccc(N(CC(=O)Nc2ccc(-c3nc4ccc(C)cc4s3)cc2)S(C)(=O)=O)cc1,1,-2,·,-3,-6,·,·,-10,·
Cc1ccccc1-c1nnc(-c2ccc(Br)cc2)o1,0.8,-5,106[fluorescence artefact?],1,4,7,1.7,-10,6[fluorescence artefact?]
COC(=O)C(Cc1c[nH]c2ccccc12)NC(=O)CNC(C)=O (stereo unspecified),0.9,1,·,-2,2,·,·,6,·
CCc1ccc(NC(=O)CSc2nnc(CNC(=O)c3c(F)cccc3Cl)o2)cc1,1.4,1,93,-4,0,2,·,12,4
Cc1nc2sc(C(c3cccs3)N3CCC(C(N)=O)CC3)c(O)n2n1 (stereo unspecified),1.1,-1,107,-5,1,13,1.1,18,-3
O=C(CN(C(=O)CNC(=O)c1ccco1)c1ccc2c(c1)OCO2)NC1CCCCC1,1.5,5,128,1,-1,1,1.1,7,-1
COc1ccc(NC(=O)c2cccnc2N2CCCCC2)cc1,·,0,113[fluorescence artefact?],·,-3,5,1,·,-7
O=C(CCc1ccccc1)Nc1nnc(-c2cccs2)o1,1.1,2,97,1,2,70*,1.1,5,0
O=C1C2C(C(=O)N1c1ccncc1)C1C=CC2C12CC2 (stereo unspecified),0.9,2,118,-2,-1,-4[fluorescence artefact?],1.2,-5,-5
N/C(Cc1ccc([N+](=O)[O-])cc1)=N\OC(=O)COc1ccc2ccccc2c1,1,6,·,0,0,·,·,5,·
CSc1nnc2c(n1)OC(c1cccn1C)N(C(C)=O)c1ccccc1-2 (stereo unspecified),1.1,1,113,1,3,-2,1.1,16,0
N#C/C(=C1/CCCCCN1)c1nc2ccccc2s1,0.9,-8,135[fluorescence artefact?],-4,1,6,1.1,-4,1
CCOC(=O)C(C)Sc1nc2c(cnn2-c2ccc(C)cc2)c(=O)[nH]1 (stereo unspecified),·,·,111[fluorescence artefact?],·,0,-7,1.2,·,-17
O=C(/C=C/c1ccc(Br)o1)OCc1ccccc1,0.9,0,69,1,-1,9,1,0,16
COc1nc(-c2ccccc2)ccc1-c1noc(-c2ccccc2F)n1,1,-20,·,-2,-5,·,1.2,9,·
CCC(C(=O)NC1CCCC1)N(C(=O)Cn1nnc(-c2ccc(OC)c(OC)c2)n1)C1CCCCC1 (stereo unspecified),1.9,-5,94,-4,1,-11[fluorescence artefact?],1.2,3,-12
CCOc1ccc(NC(=O)C2CCN(C(=O)NC3CCCCC3)CC2)cc1,·,·,120[fluorescence artefact?],·,-2,2,1.2,·,3
CCOc1cc(S(=O)(=O)N2CCCC2)ccc1Cl,1,5,104,2,2,-6,1.1,-27,0
c1ccc(C2=NC(c3ccccc3)N=C(c3ccccc3)N2)cc1,·,·,100[fluorescence artefact?],·,-3,-6,1.2,·,-10
COc1ccc(NC(=O)Nc2ccc3c(c2)N(C)C(=O)CS3)cc1Cl,1,-3,·,-1,2,·,·,5,·
Cn1cccc1CNC1CCCC1,0.8,3,·,-4,-2,·,·,-11,·
CCOc1ccccc1N1Cc2cc(C)c(C)cc2C1,1.1,-5,·,46,2,·,1.4,-5,·
Cc1nc2ccc(NC(=O)c3ccc(F)c(S(=O)(=O)N4CCOCC4)c3)cc2s1,0.9,-8,95,-2,-3,-5,1.1,8,4
C/C(=N/Nc1nc(-c2ccc(Cl)cc2)cs1)c1cccs1,1.1,-10,·,0,-1,·,·,-11,·
COc1ccc(O/C(=N\S(=O)(=O)c2ccccc2)c2ccccc2)cc1,0.9,3,·,-1,0,·,·,-26,·
Cc1ccc(CCC2C3=C(CCCC3=O)OC3=C2C(=O)CCC3)cc1,1.4,3,94,-2,1,-4,1.2,9,8
CC(=N)C1=C(O)CC(C)(C)CC1=O,1,-3,96,0,·,16,1.1,-7,19
